Screening data (PubChem)
SDO1 yeast rescue: compounds rescuing growth of sdo1-depleted yeast, bone marrow failure model | AID 817 | z-score at 10 µM | S. cerevisiae sdo1-depleted JHY4D growth rescue, OD600 30 h; active compounds read high; pdr5 snq2 efflux-pump mutant strain | 140,000 tested, 0.21% active;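 active = z-score above 3 at both the 24 hr and the 30 hr optical density reads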;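 note: z-score against mean and SD of all compound wells on the same plate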
INS promoter inh: TRM-6 insulin promoter activity inhibition | inhibition, % at 2 µM | TRM-6 cells (human fetal islet line), insulin promoter-eGFP reporter, imaging; reporter expression induced with tamoxifen | AID 1273 | 130,000 tested, 0.9% active;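 active = inhibition above the mean plus 3 SD, with well images judged a real hit on visual review, cut at about 60% in these data, passing the limit was not always enough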
SDO1 yeast rescue Rescue 24 h: second read-out of SDO1 yeast rescue, no call of its own (marks repeat the call); z-score; S. cerevisiae sdo1-depleted JHY4D growth rescue, OD600; measured here: growth rescue at 24 h;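 0 is the plate mean of compound wells and units are plate SD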
Starred values were filed as active, the others as inactive; . = not tested or not shown; [ ] = remark or other dose. An excerpt; the hit share may differ from the screen's.

Start of the data: the first seven entries, ahead of the listing:
SMILES	SDO1 yeast rescue	SDO1 yeast rescue Rescue 24 h	INS promoter inh
CCOc1ccc(C(=O)Nc2ccc(NC(=O)c3ccco3)c(Cl)c2)cc1Br	-1.02	0.43	-54.5
Cc1ccc(S(=O)(=O)N(CC(=O)O)Cc2ccccc2F)cc1	0.43	-0.83	-31.2
COc1ccc(Cc2nnc(NC(=O)C3CCCO3)s2)cc1 (stereo unspecified)	0.51	0.11	-25.7
Cc1cccc(OCC(O)Cn2c(=N)n(CCN3CCOCC3)c3ccccc32)c1 (stereo unspecified)	0.34	-0.74	-185.7
Cc1cc(C)nc(NC(=O)c2ccc(C)c([N+](=O)[O-])c2)n1	-0.07	-0.34	-3.7
Cc1[nH]nc(N=CC2=C(O)CC(C)(C)CC2=O)c1-c1ccccc1	-0.06	-0.42	28.4
Cc1occc1-c1nnc(SCC(=O)Nc2ccccc2)n1C(C)c1ccccc1 (stereo unspecified)	-1.39	-1.13	-50.0

All compounds of this part, from the start:
SMILES	SDO1 yeast rescue	SDO1 yeast rescue Rescue 24 h	INS promoter inh
CCOc1ccc(C(=O)Nc2ccc(NC(=O)c3ccco3)c(Cl)c2)cc1Br	-1.02	0.43	-54.5
Cc1ccc(S(=O)(=O)N(CC(=O)O)Cc2ccccc2F)cc1	0.43	-0.83	-31.2
COc1ccc(Cc2nnc(NC(=O)C3CCCO3)s2)cc1 (stereo unspecified)	0.51	0.11	-25.7
Cc1cccc(OCC(O)Cn2c(=N)n(CCN3CCOCC3)c3ccccc32)c1 (stereo unspecified)	0.34	-0.74	-185.7
Cc1cc(C)nc(NC(=O)c2ccc(C)c([N+](=O)[O-])c2)n1	-0.07	-0.34	-3.7
Cc1[nH]nc(N=CC2=C(O)CC(C)(C)CC2=O)c1-c1ccccc1	-0.06	-0.42	28.4
Cc1occc1-c1nnc(SCC(=O)Nc2ccccc2)n1C(C)c1ccccc1 (stereo unspecified)	-1.39	-1.13	-50.0
CCOC(=O)Nc1ccc2c(c1)N(C(=O)CN1CCN(C)CC1)c1ccccc1S2	-0.88	-0.75	-47.6
C=CCSc1nncn1/N=C/c1ccc(OC)cc1	-0.06	-0.47	.
CCc1ccc(NC(=O)c2c(Cl)nc(C)c(Cl)c2C)cc1	-0.15	0.25	-31.2
CN(C)C(=C(C#N)C#N)N1CCN(c2ccc(Cl)cc2)CC1	.	.	-25.7
CC(C)CNS(=O)(=O)c1ccc(OCC(=O)NCc2ccco2)cc1	0.29	0.12	.
CCOC(=O)/C(C#N)=C1/C=CNC(=O)N1	-0.1	-0.42	45.5
CCOC(=O)c1sc(NC(=O)c2cccnc2)nc1C	0.58	0.61	.
N#Cc1c(SCc2cccc(Cl)c2)sc(C(=O)c2ccccc2)c1N	0.43	0.33	-457.1
O=C(c1cnn2c(C(F)F)cc(-c3ccccc3)nc12)N1CCc2ccccc21	.	.	-21.1
CCC(C)(NC(=O)c1ccc(=O)[nH]c1)C(=O)NC1CCCC1 (stereo unspecified)	-0.84	-0.04	.
CC1CC(=O)N(c2ccc(NCc3ccccc3Cl)c([N+](=O)[O-])c2)C1=O (stereo unspecified)	-0.77	-1.2	40.0
CC(=O)Nc1ccc(S(=O)(=O)NCCC(=O)OCCN2C(=O)c3ccccc3C2=O)cc1	0.82	-0.03	-33.3
CCOc1cc(CNCCc2ccc(S(N)(=O)=O)cc2)ccc1OCc1ccccc1	0.28	0.08	.
CCOC(=O)N1CCN(C(=O)CN(Cc2ccccc2)S(=O)(=O)c2ccc(OC)c(Cl)c2)CC1	0.34	0.53	-7.1
Cc1cccc(C)c1NC1=C(Cl)C(=O)OC1OC(C)C (stereo unspecified)	0.22	0.35	5.6
COc1ccc(/C(O)=C2/C(=O)C(=O)N(Cc3ccco3)C2c2cccs2)cc1 (stereo unspecified)	1.26[6.3 µM]	0.86	-9.7
Cc1oc(-c2ccccc2F)nc1CS(=O)(=O)CC(=O)NCCCN1CCc2ccccc2C1	-0.29	-0.79	.
Cc1nc2ccc(NC(=O)C(F)(F)F)cc2o1	0.42	-0.44	.
O=C1c2ccccc2C(=O)N1CCc1nc2ccccc2c(=O)n1CCCn1ccnc1	0.13	-0.23	22.9
COc1ccccc1-c1cc(C(F)(F)F)nc(N2CCCCC2)n1	-0.73	-0.67	50.0
CCOCCN1CCN(c2c(C)c(C)nc3cc(-c4cc(OC)cc(OC)c4)nn23)CC1	-1.26	0.31	-29.7
CC1=C(C(=O)OC(C)C)[C@@H](c2ccc(C)o2)NC(=O)N1	0.02	0.16	7.1
O=C1CC(NC23CC4CC(CC(C4)C2)C3)C(=O)N1c1ccc2c(c1)OCO2 (stereo unspecified)	1.62	2.06	-13.5
CCCCNc1nc(CC)c2c(c1C#N)CCCC2	0.03	0.45	11.4
COc1ccc(/C=C2/N=C3CCCCCN3C2=O)cc1	.	.	15.4
COc1ccccc1NC(=O)COC(=O)/C=C/c1ccccc1[N+](=O)[O-]	0.49	-0.22	.
CCCCOC(=O)CSC(=S)N(C)Cc1cccs1	-0.34	-0.99	36.7
Cc1c(O)ccc(/C(Cc2ccc3ccccc3n2)=N\O)c1O	-1.65	-1.44	2.3
O=C(CSc1nc(Cc2ccccc2)nc2ccccc12)Nc1ccc2c(c1)OCCO2	-0.53	0.21	-5.0
CC(C)Oc1ccc(/C=N/NC(=O)C(CSCc2ccccc2)NC(=O)c2ccc([N+](=O)[O-])cc2)cc1 (stereo unspecified)	-1.65	-0.64	43.8
COc1ccc2c(=O)cc(-c3ccccc3)n(C)c2c1	-0.04	-1.25	0.0
COc1ccc(/C=N/NC(=O)c2cccc([N+](=O)[O-])c2)cc1OS(=O)(=O)c1ccccc1	-0.28	-0.96	10.3
Cc1c(C#N)c2ccccc2n1CC(=O)N1CCCc2ccccc21	-1.33	-1.12	-43.8
O=C(Nc1nc2ccc(Cl)cc2s1)C1CCCO1 (stereo unspecified)	1.63	2.08	6.2
CCCCN(C(=N)N1CCCCC1)c1nc(C)c([N+](=O)[O-])c(=O)[nH]1	0.65	0.9	-42.9
O=C(NC1CCCC1)c1ncn[nH]1	0.25	-0.56	-14.3
CCOC(=O)c1cccc(NC(=O)COc2ccc([N+](=O)[O-])cc2)c1	-0.37	-0.65	-20.4
CCCCn1c(SCC(=O)Nc2nnc(C(C)C)s2)nc2c1c(=O)n(C)c(=O)n2C	0.07	0.03	.
COc1ccc(C(=O)NCC(=O)OCC(=O)N2CCCc3ccccc32)cc1	0.59	-0.01	.
Cn1c(=NC(=O)c2ccco2)sc2cccc(F)c21	-0.41	-0.79	.
Cc1ccc(C)n1Cc1ccc(C(=O)O)cc1	0.59	0.11	-62.5

A run of entries taken from the entries so far, as a working copy:
SMILES	SDO1 yeast rescue	SDO1 yeast rescue Rescue 24 h	INS promoter inh
CC(C)Oc1ccc(/C=N/NC(=O)C(CSCc2ccccc2)NC(=O)c2ccc([N+](=O)[O-])cc2)cc1 (stereo unspecified)	-1.65	-0.64	43.8
COc1ccc2c(=O)cc(-c3ccccc3)n(C)c2c1	-0.04	-1.25	0.0

Additional structures follow:
SMILES	SDO1 yeast rescue	SDO1 yeast rescue Rescue 24 h	INS promoter inh
C/C(=N\Nc1ccc(C(F)(F)F)cc1[N+](=O)[O-])C1CC1	-0.74	-0.63	-6.7
c1ccc(N=C(c2cccs2)N2CCOCC2)cc1	0.05	-0.92	25.7
CN1C(=O)N(C)C2(c3ccccc3)Nn3c(s/c(=C/c4ccccc4F)c3=O)=NC12c1ccccc1 (stereo unspecified)	0.01	-0.14	-45.8
O=C(Nc1ccc(Br)cc1)c1cnccn1	-0.42	-0.39	3.2
Cc1cc(=O)oc(C)c1C(=O)NCC(C)C	0.56	0.18	.
Cc1cc(Oc2ccccc2)nc(N2CCOCC2)n1	0.98	0.18	.
Cc1ccc(C)c(-c2csc(N)c2C(=O)OC(C)C)c1	-1	-0.63	12.7
O=C(NCc1ccc2c(c1)OCO2)C12CC3CC(CC(C3)C1)C2	-1.26	-0.86	-6.8
CCOC(=O)c1[nH]c2ccccc2c1NC(=O)c1nonc1C	-0.93	-0.29	0.0
Cc1cc(NC(=O)c2ccc(N3C(=O)CCC3=O)cc2)no1	0.68	-0.22	20.0
OC(COc1ccc(CNCc2cccnc2)cc1)CN1CCc2ccccc2C1 (stereo unspecified)	.	.	10.0
COc1ccc(CCNC(=S)Nc2ccccc2C)cc1	0.22	-0.55	-35.1
CC(C)CCNC(=O)[C@H](CC(C)C)NC(=O)[C@H]1O[C@@H]1C(=O)O	-0.14	0.43	-28.6
C=CCn1c(SCC(=O)Nc2ccc(C(=O)OC(C)C)cc2)nnc1-c1cccs1	-0.23	1.21	0.0
CCOC(=O)N1CCN(CC(=O)Nc2cc(C)nn2-c2nc3ccccc3s2)CC1	-0.63	0.81	7.1
Cc1cc2oc(=O)cc(CN3CCN(S(=O)(=O)c4ccc5c(c4)OCCO5)CC3)c2cc1C	-0.29	0.02	-135.5
Cc1cc(=O)oc2cc(NC(=O)CCCC(=O)O)ccc12	0.92	1.1	57.1
Nc1ccc2c(c1)C(=O)N(CCCCCC(=O)O)C2	0.21	-0.32	-350.0
C/C(Cl)=C/Cn1c(SCc2ccc(Cl)cc2)nc2c1c(=O)[nH]c(=O)n2C	-0.32	0.56	-43.2
CCN(CC)c1ccc(NC(=O)CSc2nc(C)cc(=O)[nH]2)cc1	1.12	0.94	.
CCOC(=O)C1CCCN(c2c(NCCc3ccc(S(N)(=O)=O)cc3)c(=O)c2=O)C1 (stereo unspecified)	-0.06	-0.84	.
N#Cc1ccc(Oc2ccc(-c3cnc4ccccc4n3)cc2)cc1C#N	-0.91	-0.86	.
N#C/C(=N\Nc1cccc(Cl)c1)C(=O)c1ccccc1	-0.91	0.12	.
COC(=O)C1=C(C)N(c2ccc(OC)c(OC)c2)C(=O)C1	1.14	0.83	15.6
CCc1sc2nc(SCC(=O)Nc3cc(C)on3)n(-c3cccc(OC)c3)c(=O)c2c1C	-0.32	1.35	20.0
COc1cc(CO)cc(Br)c1OCC(=O)O	1.85	1.88	.
Cc1ccccc1-n1c(SCC(=O)NCc2cccs2)nnc1-c1ccncc1	-0.12	-1.44	.
OC(CNCc1ccc(F)cc1)(c1ccccc1)c1ccc(F)cc1 (stereo unspecified)	0.09	0.15	23.3
CC(=O)N1C(C)c2ccccc2C(C)(C)CC12CCCCC2 (stereo unspecified)	-1.17	-1.08	2.9
N#CCC(=N)N1CCN(c2ccc(F)cc2)CC1	.	.	-27.3
Clc1cccc(OCc2nc(-c3ccncc3)no2)c1	.	.	-15.8
CCCCOC(=O)c1ccc(NC(=O)C(=O)NCc2ccncc2)cc1	0.7	0.8	.
Cc1onc(C(=O)N2CCN(c3ccccc3F)CC2)c1-c1ccccc1Cl	0	0.42	-43.3
C=CCNC(=O)Nc1ccc(OCC)cc1	-0.52	-1	23.7
c1cnc2c(c1)ccc1cccnc12	-0.96	-0.91	36.4
COc1ccc(OC)c2sc(NC(=O)c3ccc(S(=O)(=O)N(C)C)cc3)nc12	-0.76	0.88	.
COc1ccccc1-n1cnnc1SCC(=O)Nc1nc(C)c(Cl)cc1Cl	0.66	0.06	-41.0
CCC(C)NC(=O)CN(c1ccc2c(c1)OCO2)S(=O)(=O)c1c(C)n[nH]c1C (stereo unspecified)	0.33	-0.32	.
Cc1ccc(/C=N/NC(=S)NC2CCS(=O)(=O)C2)cc1 (stereo unspecified)	0.45	0.22	-23.1
Cc1cccc(OCC(O)CN2C(C)(C)CC(O)CC2(C)C)c1 (stereo unspecified)	0.53	0.4	-6.2
CCOC(=O)c1ccc2c(c1)nc(SCC(=O)N1CCCCC1)n2CC	-0.37	1.33	-3.0
CCN(CC)c1ccc(N2C(=O)/C(=C\c3cccs3)SC2=S)cc1	0.67	1.93	-27.6
COc1ccc(Cl)cc1-n1c(C)cc(C(=O)OCC(=O)N2CC(=O)Nc3ccccc32)c1C	-0.49	-0.22	.
COc1cc(S(=O)(=O)N2CCCCC2)ccc1NC=O	1.23	0.59	-96.4
COC(=O)c1ccccc1NC(=O)Nc1cc(C)cc(C)n1	0.09	0.18	-56.2
O=C(/C=C/c1ccco1)Nc1ccccn1	0.59	0.09	-6.9
COc1cc(OC)c(C(=O)Nc2ccc(S(=O)(=O)Nc3ncccn3)cc2)cc1OC	1.07	-0.2	-13.2
CC(C(=O)Nc1ccc(F)c(F)c1F)N(C)CC(=O)Nc1ccccc1Br (stereo unspecified)	-0.28	-0.59	.
CCCC(=O)NC(=S)Nc1ccccc1N1CCOCC1	-0.01	-0.11	-23.1
O=S(=O)(Nc1cccc(-c2ccc3nncn3n2)c1)c1ccc(Cl)s1	.	.	26.7
Cc1occc1C(=O)NNS(=O)(=O)c1ccc(Cl)cc1	1.24	0.12	.
COc1ccc(/C(O)=C/c2nc3ccc(C(=O)NCCc4cccc(C)c4)cc3[nH]c2=O)cc1OC	-0.61	0.58	-107.4
Cc1cccc(C)c1NC(=O)C(c1cccc([N+](=O)[O-])c1)N(C)C(=O)c1ccccn1 (stereo unspecified)	0.34	-0.3	.
COc1ccc(C(=O)Nc2nc(C)c3cc4c(cc3n2)OCO4)cc1	1.99	2.45	-3.1
Cc1ccc(Cl)cc1N1CCN(C(=O)Cc2csc(Nc3nc(=S)[nH]c4ccccc34)n2)CC1	.	.	-14.3
O=C(Nc1ccc(Cl)cc1)N1CCC(c2nc(-c3cccs3)no2)CC1	-2.18	-2.01	-6.2
CCN(CC)c1ccc(/C=C(\C#N)C(=O)c2ccc(Br)cc2)cc1	-0.11	0.02	.
Cc1cc(C(=O)CC#N)c(C)n1CC(F)(F)F	0.57	-0.13	0.0
O=C(NCc1ccco1)c1c(F)c(F)c(F)c(C(=O)NCc2ccco2)c1F	.	.	17.6
